Measles CPE: protection of cells from measles virus. Measles virus-infected cells, CPE protection, absorbance. protection (pct of control), % at 4 µM. 1.5% of 140,000 active; in the data active means protection mostly above about 24%, no sharp cut-off; inactive means mostly below about 26%; further: some compounds called inactive have numbers as strong as hits
GALR2 antag: antagonists of human galanin receptor 2 (GALR2). O43603. GALR2-expressing cells, antagonist mode. inhibition, % at 4 µM. 0.39% of 140,000 active. AID 828; in the data active means inhibition above about 27%;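 further: cells stimulated with galanin 1-16 at roughly its EC80; 0% = agonist challenge control and 100% = basal control without agonist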
Target sequence (O43603 whole entry, looked up): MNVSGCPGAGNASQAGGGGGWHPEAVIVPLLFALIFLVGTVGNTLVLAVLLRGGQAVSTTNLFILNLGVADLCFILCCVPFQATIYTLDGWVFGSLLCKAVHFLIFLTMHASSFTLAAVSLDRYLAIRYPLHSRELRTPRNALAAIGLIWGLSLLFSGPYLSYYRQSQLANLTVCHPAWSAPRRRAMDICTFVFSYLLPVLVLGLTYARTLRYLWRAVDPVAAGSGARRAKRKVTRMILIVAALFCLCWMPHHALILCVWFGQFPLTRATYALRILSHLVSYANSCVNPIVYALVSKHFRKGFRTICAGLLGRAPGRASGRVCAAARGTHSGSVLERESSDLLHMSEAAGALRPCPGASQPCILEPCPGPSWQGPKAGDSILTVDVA
E-sel TNF inh: TNF alpha driven E-selectin expression inhibition; HUVEC TNFa-induced E-selectin immunofluorescence, high content; inhibition, % at 2 µM; 0.71% of 120,000 active; AID 1246;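 active means inhibition above the batch mean plus 3 SD, and confirmed as a hit on visual image review, cut at about 43% in these data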;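 further: 0% = TNF-stimulated DMSO wells and 100% = unstimulated control wells; not every result past the cut was called active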
PTEN del growth: PTEN-deleted cell growth suppression; HCT116 PTEN-null viability, CellTiter-Glo, 60 h; active compounds read low; viability, % at 10 µM; AID 827; 1.2% of 140,000 active;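 active means viability at or below a set limit, 4 SD under the median of all tested compounds, cut at about 3.7% in these data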;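 further: PTEN knockout HCT116 line with beta catenin targeted HCT116 as companion control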
Yeast life ext: yeast lifespan extension | S. cerevisiae growth with nicotinamide, OD615; deaD strain in restrictive glucose medium | inhibition of the nicotinamide effect, % at 10 µM | 0.68% of 130,000 active;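 active means inhibition above a set limit, placed 3 SD over the median of all compounds, cut at about 26% in these data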;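 further: 0% = nicotinamide-treated wells and 100% = cells grown without nicotinamide; some compounds called inactive have numbers as strong as hits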
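Buffer or medium: CSMM-D glucose medium, restrictive; test system: modified budding yeast, DeaD strain; compound: single dose 10 µM compound, 0.25% DMSO; schedule: culture preincubation 4 h, compound exposure 48 h, both 30 °C; detection: optical density (absorbance) at 615 nm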
BB579 growth dn: yeast BB579 growth reduction in restrictive medium; S. cerevisiae BB579 growth, OD615, 48 h; inhibition, % at 10 µM; 0.51% of 140,000 active; AID 804;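 active means inhibition above a set limit, 3 SD over the mean compound inhibition, cut at about 44% in these data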; further: inactives centre near -24
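Material: Saccharomyces cerevisiae DeaD strain BB579, replicative lifespan model yeast; buffer or medium: CSMM-D restrictive synthetic medium containing dextrose (glucose); compound: 10 µM single dose, DMSO 0.25%; timing: 48 h compound exposure at 30 °C after 4 h preincubation; signal: turbidity as optical density at 615 nm; benchmarks: positive control amphotericin B 10 µg/mL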
NPY Y2 blocker: blocks the human neuropeptide Y Y2 receptor. P49146. NPY-Y2 expressing cells, antagonist mode. inhibition, % at 2.7 µM. 0.99% of 140,000 active. AID 793; in the data active means inhibition above about 17%;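 further: 0% = vehicle with agonist challenge and 100% = reference antagonist with challenge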
Target sequence (P49146 whole entry, looked up): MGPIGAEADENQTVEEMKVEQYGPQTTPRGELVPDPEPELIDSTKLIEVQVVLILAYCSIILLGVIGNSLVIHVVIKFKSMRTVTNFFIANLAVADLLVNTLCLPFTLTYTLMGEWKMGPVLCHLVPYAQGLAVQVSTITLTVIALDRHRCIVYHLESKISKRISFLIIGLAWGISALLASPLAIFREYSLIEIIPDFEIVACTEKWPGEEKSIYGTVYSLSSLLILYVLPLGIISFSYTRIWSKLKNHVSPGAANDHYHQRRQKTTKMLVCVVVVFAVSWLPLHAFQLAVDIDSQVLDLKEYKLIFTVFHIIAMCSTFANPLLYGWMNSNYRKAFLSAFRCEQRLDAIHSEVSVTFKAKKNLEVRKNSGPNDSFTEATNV
MRP-1 activ: MRP-1 activation; H69AR cells + doxorubicin, viability rescue, CellTiter-Glo; viability increase, % at 10 µM; 0.61% of 140,000 active; AID 799;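 active means viability gain under doxorubicin at or above a set limit, the compound median plus 3 SD, cut at about 4.7% in these data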;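 further: MRP-1 overexpressing cells given doxorubicin 25 µM after compound pretreatment; 18-22 h compound pretreatment then 72 h with doxorubicin before readout; 0% = doxorubicin-only wells and 100% = vehicle-treated cells without doxorubicin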
HCT116 bCat-KO: beta-catenin-lacking colon tumor cell growth suppression | HCT116 beta-catenin knockout viability, CellTiter-Glo, 60 h; active compounds read low | viability, % at 10 µM | 1.5% of 140,000 active;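 active means viability at or under a set limit, the compound median less 4 SD, cut at about 6% in these data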;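 further: 0% = Hyamine 1622 control at 20 µM and 100% = untreated cell control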
Phagocyt inh: inhibitors of macrophage phagocytosis. J774A.1 macrophage IgG-bead phagocytosis, imaging. 0.07% of 110,000 active. inhibition, % at 5 µM;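 active means inhibition above the mean of the plate negative controls plus 5 SD, cut at about 13% in these data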;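 further: phagocytic index as fraction of beads internalized from green versus red external bead signal; plate controls were DMSO negative control for no effect and cytochalasin-D positive control for full effect; some results beyond the cut were filed as inactive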
Numbers without * were called inactive; nt = not tested or not shown; & = joins results of further samples.

No.	SMILES	Measles CPE	GALR2 antag	E-sel TNF inh	PTEN del growth	Yeast life ext	BB579 growth dn	NPY Y2 blocker	MRP-1 activ	HCT116 bCat-KO	Phagocyt inh
1	COC(=O)CN(c1cccc(OC)c1)S(C)(=O)=O	14	-16	nt	98	-5	-7	-1	-1.3	96	-1
2	CC1CCCCN1CCCn1c(=S)[nH]c2ccccc2c1=O (stereo not given)	16	1	-24	93	-5	-18	5	-0.9	83	-1
3	O=C(NC(=S)NCC1CCCO1)c1ccc(Cl)cc1 (stereo not given)	7	-2	4	101	-9	-4	-2	-2.9	98	-5
4	Cc1ccc(CSc2nnc(-c3ccccn3)n2C)cc1	25	-6	nt	101	-5	-11	1	0.8	99	0
5	NC(=O)c1ccc(-n2nnnc2Oc2ccccc2C(=O)N2CCOCC2)cc1	15	-4	19	79	-10	-36	0	-0.9	83	nt
6	CCNC(=O)CN(Cc1ccccc1)S(=O)(=O)c1ccccc1	13	-4	nt	109	0	-48	1	-0.6	93	-1
7	CC1CC(C)CN(C(=O)c2ccc(CSc3nc4ccncc4[nH]3)cc2)C1 (stereo not given)	3	-1	35	85	9	-4	0	-1.4	81	nt
8	O=C(NC1=NCCS1)C1COc2ccccc2O1 (stereo not given)	1	-9	nt	72	-9	-20	4	-1.4	69	nt
9	O=C(OCc1ccccc1)c1ccc(Br)o1	2	3	-13	101	-14	-35	6	0.1	101	nt
10	O=c1oc2ccccc2c(O)c1C=NCc1ccccn1	7	-16	14	90	4	-17	0	-2.1	78	0
11	O=C(Oc1ccccc1/C=C\C(=O)c1cc2ccccc2o1)c1ccccc1	2	27*	nt	2.4*	0	-20	12	-4.9	2.3*	-3
12	COc1cccc(C2C(C(=O)c3sc(C)nc3C)=C(O)C(=O)N2CCN2CCOCC2)c1OC (stereo not given)	26	6	5	99	-12	-40	-2	-0.5	98	-1
13	CCOc1ccc(NC(=O)COC(=O)Cc2ccc(S(=O)(=O)N3CCOCC3)s2)cc1	3	3	11	nt	-6	-16	2	-1.0	99	0
14	CCC(=O)/C=C1/Sc2ccc(OC)cc2N1CC	4	-5	7	78	-18	-38	2	-2.1	67	nt
15	COc1ccc(Nc2ccc(N3C(=O)CCCC3=O)cc2[N+](=O)[O-])cc1OC	6	2	-29	96	-3	-3	0	-1.7	83	-3
16	COc1cccc(-c2cn3nc4c(nc3n2)CCCC4)c1	22	3	18	75	-8	-12	0	-3.0	73	nt
17	N#Cc1cccc(NC(=O)c2ccccc2C(=O)O)c1	41	0	-23	88	-3	-22	0	-1.9	89	1
18	O=C(Oc1ccc2ccccc2c1Cl)N1CCCC1	11	2	2	74	-29	-10	6	0.3	73	2
19	O=C(COc1cccc(Cl)c1)Nc1nc(-c2ccc(S(=O)(=O)N3CCOCC3)cc2)cs1	10	-2	-13	67	nt	-52	3	0.8	70	nt
20	COc1ccc(Cn2c(C3CC3)nc3ccc(NC(=O)c4ccco4)cc3c2=O)cc1	36*	8	-7	73	-9	-68	6	0.2	70	-1
21	CC1=C(C(=O)N2CCOCC2)C(c2cccc(C)c2)NC(=S)N1 (stereo not given)	6	3	-13	90	9	-18	1	-0.7	98	-3
22	COC(=O)c1ccc(C2/C(=C(\O)c3cccc(OC)c3)C(=O)C(=O)N2CCCN2CCOCC2)cc1 (stereo not given)	3	-8	-28	100	-6	-21	0	-1.7	102	-8
23	CCn1nc(C(=O)OCC(=O)NCCN2C(=O)CSC2=O)c2ccccc2c1=O	27	10	-58	101	-10	-18	2	-1.3	100	-1
24	COc1ccc2nc(NC(=O)CCNS(=O)(=O)c3ccc4c(c3)oc(=O)n4C)sc2c1	3	-11	nt	97	-20	-9	0	-3.7	84	nt
25	CCSc1nnc2c(n1)[nH]c1c(C)cccc12	8	14	nt	59	-7	-23	1	-1.5	56	-1
26	CC(=O)C1=C(C)NC(=O)NC1c1cccs1 (stereo not given)	14	-7	12	86	-11	-17	3	-0.9	95	2
27	O=C1CCCN1CCCNc1ncnc2c1cnn2-c1ccc(Cl)cc1	10	5	10	63	-10	-23	4	-1.4	60	-1
28	O=C(Nc1ccc(N2CCOCC2)cc1N1CCOCC1)c1ccc([N+](=O)[O-])cc1	4	-2	nt	88	-1	-23	0	-1.6	93	-2
29	CCOC(=O)Cn1c(=N)n(Cc2ccccc2)c2ccccc21	3	4	11	99	0	-36	9	-2.4	84	7
30	COc1ccc(-c2noc(CCCC(=O)NCc3ccco3)n2)cc1OC	11	4	-38	81	-3	1	6	-2.5	87	0
31	Cc1ccc(S(=O)(=O)c2c(N)n(NC(=O)C3CC3)c3nc4ccccc4nc23)cc1	27	6	-5	99	-23	-31	-1	-3.3	105	0
32	Cc1ccc(CNC(=O)C(C)OC(=O)c2ccco2)cc1 (stereo not given)	0	7	-21	93	39*	-10	9	0.7	94	-1
33	Cc1ccc(S(=O)(=O)N2CCCCC2)cc1NS(=O)(=O)c1cccc(C(=O)O)c1	3	-15	nt	97	0	-7	6	-1.1	94	4
34	COc1ccc(C2=NO[C@@H]3[C@@H]4C[C@@H]([C@H]5C(=O)N(C)C(=O)[C@@H]45)[C@H]23)cc1	12	-6	nt	90	-1	-27	4	-2.3	95	-4
35	CCOc1ccc(NC2=NCC(=O)N2CCc2ccccc2)cc1	7	-3	-5	85	-5	-33	1	-0.1	94	0
36	Cc1c(C(=O)OCC(=O)N(CCC#N)c2ccccc2)oc2c1ccc1ccccc12	10	6	-23	68	-8	-31	2	2.4	70	-1
37	CCOC(=O)/C=C1\SCC(=O)N1CC(=O)c1ccc[nH]1	9	-16	-11	104	-17	-23	0	-1.4	87	nt
38	Cc1cc(OCC(=O)Nc2cc(-c3nn4c(C)nnc4s3)ccc2C)ccc1Cl	8	7	13	104	-9	-16	-1	0.6	98	0
39	CCN(CC)c1ccc(/C=N/N=C(c2ccccc2)c2ccccc2)c(O)c1	9	24	nt	86	-1	-39	-3	0.1	88	0
40	COc1ccc(NC(=O)CCC2CCCCC2)cc1S(=O)(=O)N1CCCCC1	6	0	nt	42	-3	-17	11	1.2	45	-6
41	CCCCn1c(-c2ccncc2)nc2c1c(=O)[nH]c(=O)n2CC(C)C	29	-1	-44	88	-18	-24	0	-5.5	90	2
42	Cc1cccc(C(=O)N2CCC(n3nnc4cc(F)ccc43)CC2)c1	23	4	-11	104	-5	-30	3	-1.2	97	0
43	O=C(C1CCN(S(=O)(=O)c2cccc3cccnc23)CC1)N1CCCC1	6	nt	nt	91	2	-69	nt	-1.4	85	0
44	Cc1nc2ccccc2n1/C(=N\S(=O)(=O)c1ccccc1)c1ccccc1	4	-4	11	92	3	-5	0	-1.3	89	-4
45	O=[N+]([O-])c1ccc(/C=N/N2CCN(c3ccncc3S(=O)(=O)N3CCCCC3)CC2)cc1	9	0	nt	85	10	-35	6	0.4	73	-1
46	COc1ccc(C(=O)C(CCC(CNC(C)(C)C)C(=O)c2ccc(OC)cc2)CNC(C)(C)C)cc1 (stereo not given)	12	15	17	1.2*	-4	4	1	-5.9	1.0*	nt
47	CCOc1ccc(S(=O)(=O)NCCOC)cc1C	6	9	14	102	-7	-11	-2	-2.6	89	0
48	CCCCCn1c(=O)[nH]c2cc(C(=O)NCCN(CC)CC)ccc2c1=O	8	-1	nt	89	-2	-11	0	-2.8	85	1
49	NC(=O)CC[C@@H]1NC(=O)[C@@H]2CCCN2C(=O)c2cc([N+](=O)[O-])cc(I)c2NCCC[C@@H](C(N)=O)NC1=O	24	-6	-25	105	8	-10	-3	-0.8	95	nt
50	O=C(Cn1cc2c(n1)CCCCC2)NCc1ccccn1	5	nt	nt	93	-7	42	nt	-1.9	91	0
51	CCC(CC)C(=O)Nc1ccccc1-n1cccc1	12	15	-12	84	-7	-15	2	-2.3	88	nt
52	COCCNc1cc(N)c([N+](=O)[O-])cc1[N+](=O)[O-]	8	10	nt	95	-6	-34	0	-1.4	98	-3
53	CCn1c2ccccc2c2cc(NC(=O)c3cccc([N+](=O)[O-])c3C)ccc21	4	-4	4	50	-6	-18	3	-3.1	51	-1
54	CNc1nc(NCCOC23CC4CC(CC(C4)C2)C3)nc(OCC(F)(F)F)n1	15	-8	-28	52	-24	-34	2	-1.2	55	-1
55	CCOC(=O)c1cccc(NC(=O)/C=C/c2cccc([N+](=O)[O-])c2)c1	11	0	-6	82	-2	-38	4	-1.4	95	nt
56	Cc1ccc(/C=C/C(=O)Nc2cccnc2)o1	5	-6	nt	109	-6	2	3	-0.2	97	1
57	COc1nc(N/N=C/c2ccc(C)cc2)nc(N2CCCCC2)n1	20	5	nt	95	-5	4	2	1.6	96	-12
58	S=c1[nH]nc(COc2ccccc2)n1/N=C/C=C/c1ccccc1	3	1	nt	82	2	-4	5	-2.9	80	-14
59	O=C1CCN(S(=O)(=O)c2ccccc2)C2CCCCC12 (stereo not given)	11	6	30	91	-10	-23	1	-3.4	110	0
60	Cc1ccc(C(=O)c2c(C)oc3c2C(=O)C(=O)c2ccccc2-3)cc1	3	12	14	1.1*	-11	70*	5	-6.4	0.8*	nt

The list continues:
No.	SMILES	Measles CPE	GALR2 antag	E-sel TNF inh	PTEN del growth	Yeast life ext	BB579 growth dn	NPY Y2 blocker	MRP-1 activ	HCT116 bCat-KO	Phagocyt inh
61	O=C(O)CC(=O)NC12CC3CC(CC(C3)C1)C2	3&4	-20&4	4&12	92&97	-4&-13	-31&18	4&2	-2.6&0.5	92&116	-1&0
62	COc1ccc(OCc2ccc(C(=O)O)cc2)cc1	2	-13	-32	108	-7	-41	1	-0.4	93	-1
63	COC(=O)CC1C(=O)NCCN1C(=S)Nc1ccccc1 (stereo not given)	19	1	nt	93	4	-11	1	-1.1	89	nt
64	c1ccc(CNc2ncnc3sc4c(c23)CCC4)nc1	16	2	-22	71	-15	-16	3	-3.0	77	-3
65	O=C(O)Cc1sc(-c2ccc(Cl)cc2)nc1-c1ccccc1	7	1	6	115	-15	-31	6	0.1	103	nt
66	CC1CCCCC12NC(=O)N(CC(=O)Nc1sc3c(c1C(N)=O)CCC3)C2=O (stereo not given)	4	-4	nt	76	-7	-25	2	-3.4	85	0
67	COCCn1nnnc1C(c1cc2ccc(C)cc2[nH]c1=O)N(Cc1ccco1)Cc1cccs1 (stereo not given)	13	-4	nt	67	-8	-18	4	-3.0	78	-1
68	Cn1c(CO)nc2cc(N)ccc21	6	17	nt	112	-6	21	0	1.1	104	-2
69	COc1ccc(C(=S)N2CCCC2)cc1OC	6	-10	-5	nt	-8	-22	-2	-0.4	97	-1
70	Cc1ccc(C(=O)N2CC(=O)Nc3ccccc32)o1	4	-6	0	100	0	-34	1	-0.6	93	-4
71	CCCCCCN=C(C)C1=C(O)C(C(=O)OC)C(C)(C)CC1=O (stereo not given)	5	-7	nt	104	-8	-32	-3	-3.1	98	0
72	Cc1ccc(NC(=O)c2ccncc2)cc1S(=O)(=O)N(C)C	23	2	-9	102	3	-58	0	-0.4	97	-12
